From PubChem BioAssay
L3MBTL1 block – qHTS Assay for the Inhibitors of L3MBTL1 | Lethal(3)malignant brain tumor-like protein 1 (Homo sapiens), Q9Y468 | AlphaScreen L3MBTL1–H3K9me1 peptide binding | Potency, µM (top dose mostly 57.1 µM), without a hit: at the top dose activity, negative = inhibition, most hits filed as inhibitors | 230,000 compounds, 0.66% hits; further: potency means the concentration at half of the fitted maximal effect; on the % scale 0 is the no-effect control and ±100 the full control effect; nearly all actives have a fitted effect of over 60% in size
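Read-out is AlphaScreen signal from streptavidin donor and nickel chelate acceptor beads (10 ug/mL final each) bridging L3MBTL1 (50 nM) and biotinylated K9-monomethylated H3(1-15) peptide (75 nM), after 30 min compound exposure at room temperature.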
KinaseGlo FLuc – Counterscreen for Luciferase (Kinase-Glo TM) Inhibition. Luciferin 4-monooxygenase (Photuris pensylvanica), Q27757. Kinase-Glo luciferase, ATP luminescence, 8 min. Potency, µM (highest dose often 38.3 µM), inactives show at the highest dose activity change, negative = inhibition, most hits filed as inhibitors. 200,000 compounds, 0.28% hits. AID 1379, 2008; further: potency means the concentration at half of the fitted maximal effect; on the % scale 0 is the no-effect control and ±100 the full control effect; nearly all actives have a fitted effect of over 60% in size
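Recombinant Kinase-Glo luciferase, 10 uM ATP (linear range), luciferin; imidazole pH 7.2 / KCl / MgCl2 / Tween / BSA buffer; 8 min RT; luminescence.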
CBFb-RUNX1 inh – qHTS Assay for Compounds Blocking the Interaction Between CBF-beta and RUNX1 for the Treatment of Acute Myeloid Leukemia; Runt-related transcription factor 1 (Homo sapiens) + Core-binding factor subunit beta …; AlphaScreen CBFb-His/RUNX1-biotin binding, biochemical; Potency, µM (top dose mostly 59.8 µM), without a hit: top-dose activity, negative = inhibition, hits mostly inhibitors; 230,000 tested, under 10 active; AID 1477, 2009; further: % of control where 0% means no effect
Target sequence (Q01196 whole entry, looked up): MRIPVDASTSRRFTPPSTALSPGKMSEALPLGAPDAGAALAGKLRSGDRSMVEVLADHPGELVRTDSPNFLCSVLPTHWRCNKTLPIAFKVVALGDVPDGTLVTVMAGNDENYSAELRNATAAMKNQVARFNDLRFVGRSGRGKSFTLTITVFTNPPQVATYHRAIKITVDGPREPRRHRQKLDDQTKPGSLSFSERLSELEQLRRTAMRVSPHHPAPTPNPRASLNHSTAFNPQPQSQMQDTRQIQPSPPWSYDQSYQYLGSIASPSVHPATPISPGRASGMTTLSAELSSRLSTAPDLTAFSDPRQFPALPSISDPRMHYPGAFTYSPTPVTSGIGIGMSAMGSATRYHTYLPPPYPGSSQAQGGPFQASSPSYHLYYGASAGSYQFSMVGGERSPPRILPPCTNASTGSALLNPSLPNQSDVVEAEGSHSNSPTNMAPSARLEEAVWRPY
Target sequence (Q13951 whole entry, looked up): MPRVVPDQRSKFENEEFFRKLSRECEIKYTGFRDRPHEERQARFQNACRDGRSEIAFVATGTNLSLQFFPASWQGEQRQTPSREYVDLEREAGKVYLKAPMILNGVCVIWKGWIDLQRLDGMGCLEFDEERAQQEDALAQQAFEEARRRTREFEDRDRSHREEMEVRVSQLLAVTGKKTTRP
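AlphaScreen binding: CBFb-His and RUNX1-biotin (30 nM each) preincubated 20 min, compound added for 15 min, then nickel and streptavidin beads for 90 min, all at room temperature. Disruption of the interaction by any mechanism counts as activity.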
HttQ103 aggreg – qHTS Multiplex Assay to Identify Dual Action Probes in a Cell Model of Huntington: Aggregate Formation (GFP) | Potency, µM (doses to about 46.1 µM), inactives show top-dose activity change, negative = inhibition, most hits filed as inhibitors | AID 1688, 2009 | 220,000 compounds, 1.1% hits | PC12 HttQ103-GFP aggregates, Acumen cytometry, 40 h; further: potency means the concentration at half of the fitted maximal effect; on the % scale 0 is the no-effect control and ±100 the full control effect; nearly all actives have a fitted effect of over 60% in size
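PC12/HTTQ103-GFP, ecdysone-inducible; teb 100 nM; cpd qHTS titration; GFP aggregates read on laser cytometer, Ex 488/Em 500-530 nm.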
Epigenetic reg – Quantitative High-Throughput Screen for Regulators of Epigenetic Control | murine LDR cells, GFP reporter derepression, 30 h | 280,000 compounds, 0.2% hits | Potency, µM (titrated, usually from 53.9 µM), for inactives: at the top dose GFP activation, most hits filed as activators; further: potency means the concentration at half of the fitted maximal effect; % of control where 0% means no effect; nearly all actives have a fitted effect of over 60% in size
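Murine LDR cells carrying a silenced, genomically integrated CMV-driven GFP reporter were exposed to compound for 30 hours at 37 C. After PBS washes, GFP-positive cells (20–120 um objects) were counted by laser-scanning microplate cytometry.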
NPSR antag – qHTS Assay for Antagonists of the Neuropeptide S Receptor: cAMP Signal Transduction | Q6W5P4 | CHO-NPSR cells, cAMP TR-FRET, antagonist mode | Potency, µM (doses to about 38.3 µM), without a hit: at the top dose activity change, negative = inhibition, actives largely listed as inhibitors | 220,000 compounds, 1% hits | AID 1461, 2008; further: potency means the concentration at half of the fitted maximal effect; on the % scale 0 is the no-effect control and ±100 the full control effect; nearly all actives have a fitted effect of over 50% in size; many of its hits are not listed in these tables
Target sequence (Q6W5P4 whole entry, looked up): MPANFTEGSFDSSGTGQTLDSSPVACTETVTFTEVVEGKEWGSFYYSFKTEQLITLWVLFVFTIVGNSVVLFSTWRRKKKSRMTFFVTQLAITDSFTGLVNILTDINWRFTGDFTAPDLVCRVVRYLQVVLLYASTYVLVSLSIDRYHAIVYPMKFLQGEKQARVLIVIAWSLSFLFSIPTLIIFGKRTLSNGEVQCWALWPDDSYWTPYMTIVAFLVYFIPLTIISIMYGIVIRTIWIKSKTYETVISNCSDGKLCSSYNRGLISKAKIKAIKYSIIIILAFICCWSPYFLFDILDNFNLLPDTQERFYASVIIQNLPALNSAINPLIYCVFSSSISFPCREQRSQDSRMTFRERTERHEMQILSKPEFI
IMPase Li cell – qHTS Assay for Identifying the Cell-Membrane Permeable IMPase Inhibitors: Potentiation with Lithium | CHO-M1 cells, IP1 TR-FRET (IP-One), carbachol + lithium | Potency, µM (titrated, usually from 59.4 µM), for the others: top-dose activity, negative = IMPase inhibition, usual class: inhibitors | 210,000 compounds, 0.35% hits;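 further: IP1 builds up when IMPase is blocked and the TR-FRET signal falls; potency means the concentration at half of the fitted maximal effect; plate controls were basal vehicle for no effect and high inhibitor control for full effect; nearly all actives have a fitted effect of over 50% in size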
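Lithium-sensitised IP1 accumulation assay; M1-expressing CHO cells treated 30 min at 37C with compound. Competitive antibody detection by time-resolved FRET followed a 10 min room-temperature lysis step.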
Starred values were filed as active, the others as inactive; ? = inconclusive; / = not tested or not shown; & = joins results of further samples; [ ] = remark or other dose. The call rests on the fitted dose curve; in most records, active means well fitted curve in the direction sought with a large enough effect; inconclusive means small, poorly fitted or top-dose-only effect, or another doubt; inactive means no such curve, though single readings can be large; an effect the other way counts as inactive or inconclusive.

SMILES	L3MBTL1 block	KinaseGlo FLuc	CBFb-RUNX1 inh	HttQ103 aggreg	Epigenetic reg	NPSR antag	IMPase Li cell
C/C(=N\NC(=O)c1ccoc1C)c1cccnc1	4.2%	-19.5%	2.3%	-11.4%	0.0%	-4.8%[46.1 µM]	-0.2%
O=C(OC(C(=O)NCc1ccc2c(c1)OCO2)c1ccc(Cl)cc1)c1ccco1 (stereo unspecified)	1.3%	-1.4%	-0.4%	-18.2%	0.0%	-23.7%[46.1 µM]	-1.6%[38.3 µM]
O=C(N/N=C/c1ccc2c(c1)OCCO2)c1ccncc1	-0.5%	/	-0.8%	7.0%[9.22 µM]	0.1%	-1.6%	/
O=C(CSc1ccc(-c2cccc([N+](=O)[O-])c2)nn1)N1CCCCC1	10.4%	-0.2%	-11.1%	5.5%	4.5%	-7.5%	2.6%
CCCCc1c(C)c(C#N)c2[nH]c3ccccc3n2c1=O	/	-3.0%	3.0%	?	-1.0%	-4.2%[46.1 µM]	18.8%[38.3 µM]
Cn1c(=O)[nH]c(=O)c2c1nc(NCc1ccccc1)n2CC(O)c1ccccc1 (stereo unspecified)	1.5%	2.0%	0.8%	13.5%	0.0%	-3.9%[46.1 µM]	7.3%[38.3 µM]
Cc1sc(NC(=O)CSc2nnc(COc3ccc(Cl)cc3)n2C)c(C#N)c1C	3.0%	-2.6%	1.0%	-1.1%	3.1%	-6.7%[7.67 µM]	9.5%[38.3 µM]
COc1n[nH]c(C(=O)Nc2cc(Cl)ccc2Cl)c1[N+](=O)[O-]	16.8%	0.2%	3.5%	/	3.2%	-37.5%	0.3%
Cc1ccc(-c2nnn(CC(=O)N(Cc3cccs3)C(C(=O)NC3CCCC3)c3ccncc3)n2)cc1 (stereo unspecified)	0.1%	7.8%	2.4%	?	-2.1%	?	16.6%
COC(C[C@@H]1O[C@H]1[C@@H](O)[C@@H](C)OCc1ccccc1)OC	/	/	13.5%	0.6%[9.22 µM]	5.2%	22.7%	/
Cc1ccc(NC(=O)COC(=O)c2ccccc2Nc2ccccc2)cc1	-7.5%	-3.9%	-27.9%	3.0%	0.0%	-33.8%	-3.4%
COc1c(Br)cc([N+](=O)[O-])c(OC)c1C(=O)NC(=O)Nc1cc(Cl)cc(Cl)c1	/	/	14.2%	-7.4%[9.22 µM]	-1.0%	-1.2%	/
Cc1cc(C)n(CC(C)NCc2cn[nH]c2-c2cccc3ccccc23)n1 (stereo unspecified)	7.0%	-2.2%	-8.8%	-19.6%[9.22 µM]	-2.7%	-1.0%	6.5%
Cc1cccn2c(=O)c3cc(C(=O)NCCN4CCOCC4)c(=N)n(CCc4ccccc4)c3nc12	-3.6%	-3.3%	-5.6%	18.3%	-0.6%	8.7%[46.1 µM]	12.7%[38.3 µM]
CCOC(=O)c1cccc(N/C=C/C(=O)c2ccc(OC)c(OC)c2)c1	-0.9%	0.8%	0.9%	-8.2%	-2.0%	-15.7%[46.1 µM]	9.5%[38.3 µM]
CCOC(=O)N1CCc2[nH]c3ccc(C)cc3c2C1	-23.1%	-0.7%	-4.4%	18.0%	5.3%	5.5%	-1.3%
COc1cccc(NC(=O)Cn2nnc(-c3ccccc3N)n2)c1	-13.2%	-4.4%	-4.9%	-1.4%	0.4%	-1.5%[7.67 µM]	-0.5%[38.3 µM]
C=CCNC(=O)NC(=O)c1csc([N+](=O)[O-])c1	/	/	15.6%	10.0%[9.22 µM]	-1.0%	19.0%	/
CC1(C)C(=O)Nc2ccccc2N1C(=O)COC(=O)c1cc([N+](=O)[O-])ccc1N	-1.5%	3.0%	-3.2%	18.9%	0.0%	4.7%[46.1 µM]	1.9%
Cc1cccc(OCC(O)Cn2c(-n3nc(C)cc3C)nc3c2c(=O)[nH]c(=O)n3C)c1 (stereo unspecified)	-0.8%	10.1%	1.4%	21.2%	-0.9%	-16.5%[46.1 µM]	-2.5%[38.3 µM]
O=C(CSc1ncccc1-c1nc2ccccc2[nH]1)NC1CC1	1.2%	-9.1%	0.8%	-6.3%	0.8%	27.2%[7.67 µM]	-4.0%[38.3 µM]
CCN(CC)c1nc(-c2ccccn2)nc(-c2ccccc2)c1C#N	-9.2%	-0.2%	-8.8%	5.01µM*	17.0%	-52.9%	4.1%
CCOc1ncccc1C(=O)Nc1cc(S(=O)(=O)N2CCOCC2)ccc1N1CCCC1	-5.5%	2.1%	2.1%	2.4%	-1.5%	-0.8%	8.9%
COc1ccc(N(C)S(=O)(=O)c2cccc(C(=O)NC3CCC(C)CC3)c2)cc1 (stereo unspecified)	1.9%	0.8%	10.3%	-29.0%	-2.6%	-31.9%	11.7%
COc1ccccc1CNC(=O)C(NC(=O)c1ccccc1C)C(C)C (stereo unspecified)	3.6%	-0.2%	-4.9%	10.8%	-5.1%	-0.8%	5.0%
Cc1ccc(S(=O)(=O)N2CCCC2C(=O)Nc2nc3ccccc3s2)cc1 (stereo unspecified)	-7.8%	-2.9%	-6.2%	-15.6%	0.0%	?	20.6%[38.3 µM]
O=C(COC(=O)c1cnccn1)NCCc1ccc(Cl)cc1Cl	3.8%	-3.3%	12.0%	17.7%	-1.2%	10.5%	-3.1%
Cc1ccc(NC(=O)CSc2nnc(C)c(=O)n2N)c(C)c1	?	-5.4%	10.5%	5.9%	0.0%	-23.5%[46.1 µM]	-0.6%
CCOC(=O)C1CCN(S(=O)(=O)c2cn(C)c(=O)n(C)c2=O)CC1	7.2%	2.6%	12.5%	-15.1%	0.0%	-3.4%[46.1 µM]	26.0%[38.3 µM]
Cc1cc(C)c(O)c(-c2cc(C(=O)Nc3c(C)n(C)n(-c4ccccc4)c3=O)[nH]n2)c1	-3.4%	/	9.5%	-4.9%[9.22 µM]	2.7%	-24.1%	/

4 consecutive compounds from above:
SMILES	L3MBTL1 block	KinaseGlo FLuc	CBFb-RUNX1 inh	HttQ103 aggreg	Epigenetic reg	NPSR antag	IMPase Li cell
O=C(COC(=O)c1cnccn1)NCCc1ccc(Cl)cc1Cl	3.8%	-3.3%	12.0%	17.7%	-1.2%	10.5%	-3.1%
Cc1ccc(NC(=O)CSc2nnc(C)c(=O)n2N)c(C)c1	?	-5.4%	10.5%	5.9%	0.0%	-23.5%[46.1 µM]	-0.6%
CCOC(=O)C1CCN(S(=O)(=O)c2cn(C)c(=O)n(C)c2=O)CC1	7.2%	2.6%	12.5%	-15.1%	0.0%	-3.4%[46.1 µM]	26.0%[38.3 µM]
Cc1cc(C)c(O)c(-c2cc(C(=O)Nc3c(C)n(C)n(-c4ccccc4)c3=O)[nH]n2)c1	-3.4%	/	9.5%	-4.9%[9.22 µM]	2.7%	-24.1%	/

Additional results follow:
SMILES	L3MBTL1 block	KinaseGlo FLuc	CBFb-RUNX1 inh	HttQ103 aggreg	Epigenetic reg	NPSR antag	IMPase Li cell
CS(=O)(=O)c1ccc(C(=O)Nc2ccccc2Cl)cc1	-7.7%	/	-8.7%	12.8%[9.22 µM]	0.9%	-18.0%	/
O=C(O)C(Cc1c[nH]c2ccccc12)N1C(=O)c2ccccc2C1=O (stereo unspecified)	2.1%&2.7%	/	-2.2%&4.9%	7.5%&4.9%[9.22 µM]	1.1%&-2.0%	2.8%&7.8%	/
CC(=O)c1ccc2c3c(ccc(O)c13)CC2	?	8.2%	?	-15.9%	2.6%	1.9%[46.1 µM]	16.0%[38.3 µM]
COc1ccc(C2=C(C=Nc3c(C)n(C)n(-c4ccccc4)c3=O)C(c3ccccc3C)c3ccccc3O2)cc1OC (stereo unspecified)	/	-2.2%	0.7%	-22.4%	0.0%	-16.3%[46.1 µM]	4.1%[38.3 µM]
O=C1CSC(=S)N1/N=C/c1cccnc1	/	/	-6.3%	0.891µM*	-1.0%	17.5%	/
CCOc1ccc(CCn2c(-c3ccco3)nc3ccccc3c2=O)cc1OCC	/	-2.9%	4.0%	-23.5%	-2.6%	?	40.6%[activator][38.3 µM]
CCOC(=O)c1c2ccc(OCC(=O)N/N=C/c3ccc(C)cc3)cc2n2ccccc12	-1.0%	8.0%	17.4%	12.8%	-2.9%	-6.6%[46.1 µM]	12.1%[38.3 µM]
C=C(C)c1cccc(C(C)(C)NC(=O)Nc2ccc(C(C)=O)cc2)c1	-4.5%	2.4%	15.9%	28.8%	0.0%	-13.0%	5.3%
CN1N=C(C(=O)N2CCN(c3ccc([N+](=O)[O-])cc3)CC2)CCC1=O	1.7%	-3.1%	-3.5%	-0.9%	0.0%	1.2%	-7.5%
COc1ccccc1N1CCN(C(=O)Cn2cnc3c2c(=O)n(C)c(=O)n3C)CC1	52.0%[activator]	/	-3.3%	0.9%[9.22 µM]	-3.3%	-7.8%	/
COC(=O)c1sccc1NC(=O)COc1ccc(C)cc1	26.3%	-1.1%	26.7%	-16.8%[9.22 µM]	-2.9%	-20.3%	10.0%
Cc1cc(C)n2c(SCC(=O)Nc3ccc(F)cc3F)nnc2n1	-0.3%	-0.2%	18.9%	3.7%	-1.4%	17.4%	2.0%
O=C1N(c2ccccc2)C(c2ccccc2)N2CCCN12 (stereo unspecified)	8.9%	/	-2.3%	-3.3%[9.22 µM]	2.1%	-22.0%	/
CCC(C)(C(=O)NC1CCCCC1)N(C)C(=O)c1ccccn1 (stereo unspecified)	/	17.3%	0.5%	16.6%	1.7%	-11.3%[46.1 µM]	-19.6%[38.3 µM]
CC(=O)NS(=O)(=O)c1ccc(NC(=O)c2cc(-c3cccs3)nc3ccccc23)cc1	-12.2%	1.4%	9.0%	4.7%	-1.1%	5.9%	-2.9%
Clc1cccc(Cl)c1CO/N=C/c1c(-c2ccccc2)nc2n1CCS2	?	-5.4%	-13.6%	?	-1.1%	?	5.8%[38.3 µM]
CSC(=NC#N)N1CCN(c2c(C)cccc2C)CC1	-0.2%	-0.6%	0.8%	7.9%[9.22 µM]	-0.3%	-13.2%	11.3%
Cc1cc(C[n+]2cc(Cl)ccc2N)c2ncccc2c1	/	/	8.3%	12.8%[9.22 µM]	1.6%	-15.8%	/
N#CC1=C(N)SC(N)=C(C#N)C1c1ccoc1	5.01µM*	-2.8%	-15.8%	-10.0%	7.9%	29.0%[46.1 µM]	?
Cc1cc(NC(=O)CSCc2nc(-c3cccc(F)c3)oc2C)no1	/	1.6%	3.7%	1.4%	9.3%	0.4%[46.1 µM]	-6.0%[38.3 µM]

These rows are one share of the data, so the mix of outcomes need not match the whole.
